Source: PubChem BioAssay (Broad Institute)
C2C12 statin: protects C2C12 myotubes from simvastatin toxicity | ATP luminescence, 48 h; scaled: DMSO 0, geranylgeraniol control 100 | hit rate 0.78% among 330,000 | rescue of ATP level, % at 7.49 µM | AID 602340;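 active = mean ATP rescue above about 67%, or every replicate alone reaching that limit, limit read from the data, passing the limit was not always enough; inconclusive = no clear call, values can overlap the other calls; inactive = mean under the limit and some replicate under it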;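 also: myotubes were challenged with 10 µM simvastatin during compound exposure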
INS-1E GSIS act: primary screen for activators of insulin secretion dependent on glucose, INS-1E cells, GLuc reporter luminescence | INS-1E GLuc reporter insulin secretion, 2-3 h | activation, % at 16.6 µM | hit rate 0.61% among 370,000 | AID 743287;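 active = lowest replicate activation of at least 40%, so every replicate reaches that level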;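 also: 0% = median of neutral control wells and 100% = median of IBMX positive control wells; some compounds called inactive have numbers as strong as hits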
ARNT-TACC3 inh: ARNT/TACC3 interaction disruption; Q9Y6A5; AlphaScreen His-ARNT PAS-B/GST-TACC3 binding, luminescence; TACC3 fragment carries E629A point mutation; inhibition, % at 9.99 µM; hit rate 0.66% among 390,000;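 active = mean inhibition of replicates at least 50% and at least half of replicates each reaching 50%; inconclusive = half or more replicates reach 50% but mean below 50%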;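 also: 0% = complete ARNT plus TACC3 wells and 100% = ARNT alone without TACC3; many hits fall short of the cut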
LGR2 inh: blocks bursicon-induced cAMP signaling via Drosophila LGR2. HEK293 LGR2, CRE-luciferase, bursicon-stimulated, 4 h. inhibition, % at 9.99 µM. hit rate 0.35% among 380,000;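 active = drop in luminescence signal, shown as inhibition above about 50% in the replicate tests, limit read from the data, passing the limit was not always enough; inconclusive = probably only some replicates passing the limit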;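 also: agonist challenge used bursicon conditioned medium at about half maximal strength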
PGC1a acetyl inh: PGC1a acetylation modulation, inhibitor mode; U2OS PGC1a acetylation, AlphaScreen anti-acetyl-lysine; with virally co-expressed GCN5 acetyltransferase; inhibition, % at 15.6 µM; hit rate 0.17% among 350,000; AID 651687;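 active = every replicate shows inhibition of at least 40%; inconclusive = mean inhibition at least 40% but some replicate below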;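 also: 0% = neutral control wells and 100% = positive control wells; some results beyond the cut were filed as inactive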
PAX8 inh HTS: lowers PAX8-driven luciferase in RMG-I cells. AID 652154. hit rate 1.2% among 360,000. inhibition, % at 12.6 µM. RMG-I TPO-luciferase reporter, SteadyGlo, 24 h;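 active = mean replicate inhibition at least 60% with every replicate also reaching 60%; inconclusive = only one of the two criteria is met; inactive = mean below 60% and not all replicates reaching 60%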;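 also: luciferase light reporting Pax8 driven TPO promoter activity; plate controls were median of neutral control wells for no effect and mitoxantrone controls for full effect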
Cneo AK release: causes C. neoformans cell lysis | hit rate 0.2% among 360,000 | adenylate kinase release luminescence, 4 h; normalised: neutral wells 0, clomiphene wells 100 | AID 651654 | lysis activity, % at 15 µM;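 active = mean lysis activity across replicates of at least 80%, whatever share of replicates individually reach that level; inactive = mean lysis activity below 80%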
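Assay system: Cryptococcus neoformans yeast cells / Dosing: single-point compound dose / Timing: 4 h at 37 °C static, read 1 h later / Measured by: luminescence of released adenylate kinase using an AK detection reagent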
PglD inh: inhibitors of Campylobacter jejuni PglD acetyltransferase | purified PglD enzyme, DTNB colorimetric CoA detection | inhibition, % at 12.5 µM | hit rate 0.098% among 360,000; in the data active = inhibition above about 16%, passing the limit was not always enough; inconclusive = no clear call, values can overlap the other calls; also: strong numbers were not always called active
The depositor's hits bear a star; ? = inconclusive; . = no result given.

SMILES | PGC1a acetyl inh | INS-1E GSIS act | C2C12 statin | Cneo AK release | PAX8 inh HTS | PglD inh | LGR2 inh | ARNT-TACC3 inh
O=C(COc1ccc(/C=N/NC(=O)C(=O)N2CCCCC2)cc1)Nc1ccccc1Cl | -9 | -15 | . | . | -15 | . | -21 | 22
COc1cccc2cc(C(=O)N3CCN(c4ccccn4)CC3)c(=O)oc12 | 3 | 21 | 6 | 3 | . | -1 | -14 | -1
Cc1ccccc1OCC(=O)NCC1CCCO1 (stereo not drawn) | -8 | . | 8 | 0 | -16 | 0 | . | -3
O=C(c1ccccc1)c1ccc(-c2ccc(O)cc2)cc1 | . | -3 | -20 | -1 | -36 | 6 | -37 | 7
CC(C)NC(=O)Nc1cccc2c1O[C@H](CN(C)Cc1ccc(-c3ccccc3)cc1)[C@@H](C)CN([C@@H](C)CO)C2=O | -8 | -10 | 66* | -1 | -9 | 3 | -1 | 3
O=C(Nc1ccccc1F)N[C@H]1CC[C@@H](CCNC(=O)C2CCC2)O[C@@H]1CO | 3 | 29 | -8 | -4 | 6 | -2 | 4 | -2
O=C(Nc1nc2ccccc2[nH]1)c1cccs1 | 4 | -4 | -10 | 1 | -75 | 0 | 15 | 2
O=C1C=C(c2cc(F)ccc2F)C[C@@H](c2ccc(Cl)cc2)C1 | -16 | . | 11 | 0 | 5 | -5 | . | 2
Cc1ccc(Cl)cc1NC(=O)CCn1cccc1 | 8 | . | 1 | 5 | . | 5 | . | 22
N#C[C@@H]1[C@@H](c2ccc(-c3ccncc3)cc2)[C@@H](CO)N1C(=O)CN1CCOCC1 | 3 | 10 | -4 | -1 | 4 | 1 | -10 | -18
O=C1NCCc2c1[nH]c1c(Cl)ccc(Cl)c21 | -3 | . | 7 | 1 | . | 5 | . | -9
O=C(NCc1ccco1)C1CC(O)CN1C(=O)Nc1ccccc1 (stereo not drawn) | 11 | 9 | 3 | 1 | 8 | 5 | 12 | -14
O=C(C1CCCO1)N1CCN(C(=S)Nc2ccccc2Cl)CC1 (stereo not drawn) | . | 3 | . | 5 | -13 | 2 | 7 | 24
Cc1ccsc1CN(C)CC(=O)Nc1cccc(S(=O)(=O)N(C)c2ccccc2)c1 | . | -18 | . | . | -5 | . | -8 | 1
Cc1ccc(-c2ccc(S(=O)(=O)NCc3ccco3)cc2)cc1 | 0 | 13 | . | . | -5 | . | -8 | 5
COc1cc(C(C#N)N2CCCCC2)ccc1O (stereo not drawn) | 2 | . | . | 1 | . | 1 | . | -3
CC(=O)C(Sc1ccc2nnc(-c3ccncc3)n2n1)C(C)=O | 11 | 3 | -8 | 1 | -23 | -5 | -7 | -2
Cc1ccc(/C=C2/C(=O)c3ccc(C(=O)O)cc3C2=O)o1 | . | -7 | . | . | 0 | . | 6 | 0
Cc1nc(CCNC(=O)CC2C(=O)NCCN2Cc2ccccc2)sc1C (stereo not drawn) | 4 | 2 | -11 | -2 | 2 | 1 | 10 | 4
COc1ccc(S(=O)(=O)NC(C)C(=O)NCc2ccncc2)cc1C (stereo not drawn) | 10 | -10 | 26 | 2 | 1 | 1 | 3 | 0
Cc1ccccc1N(CC(=O)N/N=C/c1cc(C)n(-c2ccccc2C)c1C)S(C)(=O)=O | -18 | . | -16 | -7 | . | -6 | . | -3
C[C@@H]1CN([C@@H](C)CO)C(=O)c2cccc(NC(=O)c3ccc(-c4nccs4)cc3)c2O[C@@H]1CN(C)C(=O)Nc1cccc2ccccc12 | -5 | -3 | ? | 11 | 12 | 2 | 10 | .
COc1cc(OC)c(CN2CCN(c3ccc(F)cc3)CC2)cc1Br | . | . | 1 | -2 | . | 10 | . | 8
COc1ccc(CCC(=O)Nc2ccccc2C(F)(F)F)cc1 | 0 | 27 | -9 | -1 | 10 | -2 | -12 | -6
C[C@@H]1CN([C@@H](C)CO)C(=O)c2cc(NC(=O)Nc3ccc4c(c3)OCO4)ccc2O[C@@H](C)CCCCO[C@@H]1CN(C)C(=O)Nc1ccccc1 | 13 | -24 | -12 | -2 | 17 | -1 | -10 | -5
CC(C)c1ccc(CC(=O)N2CCC2(C)C(=O)Nc2ccccc2)cc1 (stereo not drawn) | . | . | -11 | 21 | -6 | -4 | 14 | .
Cn1nnnc1SCC(=O)Nc1cc(C(C)(C)C)nn1-c1ccccc1 | 10 | . | 31 | 11 | 10 | -24 | . | -7
CSCC[C@H](NC(=O)c1cccc(S(=O)(=O)N2CCCCCC2)c1)c1nc2ccccc2[nH]1 | 14 | -31 | 0 | . | 30 | . | 12 | .
C[C@H]1CN([C@@H](C)CO)C(=O)c2c(c3ccccc3n2C)-c2ccccc2CO[C@H]1CN(C)C(=O)[C@@H](Cc1ccccc1)N(C)C | 3 | 8 | -136 | 1 | 33 | 0 | -2 | 8
Cc1cc(NC(=O)CCCN2C(=O)c3cccnc3C2=O)no1 | -1 | . | -4 | -2 | . | -7 | . | 13
O=C(COC(=O)c1cnccn1)Nc1cccc2ccccc12 | 6 | 21 | 5 | 0 | 1 | 1 | . | 3
N[C@@H](Cc1ccccc1)C(=O)N1CCOCC1 | -8 | 11 | 2 | -2 | -28 | 3 | -4 | -10
CCN1[C@@H]2c3ccc(-c4ccccc4F)c(=O)n3C[C@H]1[C@H](CO)[C@H]2C(=O)NCc1ccccc1 | . | 7 | 2 | 3 | . | 4 | 4 | 6
O=C1C2C(c3ccccc3)C=CC(c3ccccc3)C2C(=O)N1C1CCCCC1 (stereo not drawn) | -6 | . | -3 | 1 | . | 2 | . | 18
O=C(O)COc1nsnc1N1CCOCC1 | 2 | . | -3 | 3 | -16 | 5 | . | -15
CCCC(=O)NCc1ccccc1Cl | 4 | 4 | -4 | 0 | 6 | 2 | -18 | -7
CCN(CC)S(=O)(=O)c1ccc2c(c1)oc(=O)n2CC(=O)NC1CCCCC1 | 4 | 5 | 6 | . | 22 | . | -1 | -2
Cc1nnc(SCC(=O)Nc2cccnc2Cl)s1 | 9 | 13 | . | . | -6 | . | 1 | -1
C[C@H](CO)N1C[C@H](C)[C@@H](CN(C)C(=O)C2CC2)Oc2cc(C#Cc3ccccc3)ccc2S1(=O)=O | 7 | 0 | -2 | -3 | . | -4 | 6 | -1
C[C@@H]1CCCCCCCCC(=O)OCCN(C(=O)OC(C)(C)C)[C@H](C)CCCCCCCCC(=O)OCCN1C(=O)OC(C)(C)C | . | . | -3 | 0 | -10 | -1 | . | -4
O=C(Nc1ccccc1-c1nnn(CC(=O)N2CCOCC2)n1)c1ccc(F)cc1 | . | 0 | . | . | 10 | . | 10 | -5
Cn1cc(S(=O)(=O)NC2CCCCC2)c(=O)n(C)c1=O | . | 11 | -2 | . | -5 | . | -1 | -5
CC(C)=C1C2C=CC1C(C(=O)Nc1cc(C)ccc1C)C2C(=O)O (stereo not drawn) | 25 | . | -28 | -4 | . | 8 | . | 9
CCCCCCOC(=O)C(C#N)c1nc2ccccc2nc1N1CCN(CC)CC1 (stereo not drawn) | 5 | . | -47 | 9 | 9 | 0 | . | 30
Cc1ccc(S(=O)(=O)N(C)c2ccc(C(=O)NCC(c3ccco3)N(C)C)cc2)cc1 (stereo not drawn) | -14 | . | 2 | 1 | 5 | -2 | -16 | -4

Laid out differently: entries from further up.
Below each SMILES – PGC1a acetyl inh | INS-1E GSIS act | C2C12 statin | Cneo AK release | PAX8 inh HTS | PglD inh | LGR2 inh | ARNT-TACC3 inh
> O=C(COC(=O)c1cnccn1)Nc1cccc2ccccc12
 : 6 | 21 | 5 | 0 | 1 | 1 | . | 3
> N[C@@H](Cc1ccccc1)C(=O)N1CCOCC1
 : -8 | 11 | 2 | -2 | -28 | 3 | -4 | -10
> CCN1[C@@H]2c3ccc(-c4ccccc4F)c(=O)n3C[C@H]1[C@H](CO)[C@H]2C(=O)NCc1ccccc1
 : . | 7 | 2 | 3 | . | 4 | 4 | 6
> O=C1C2C(c3ccccc3)C=CC(c3ccccc3)C2C(=O)N1C1CCCCC1 (stereo not drawn)
 : -6 | . | -3 | 1 | . | 2 | . | 18
> O=C(O)COc1nsnc1N1CCOCC1
 : 2 | . | -3 | 3 | -16 | 5 | . | -15
> CCCC(=O)NCc1ccccc1Cl
 : 4 | 4 | -4 | 0 | 6 | 2 | -18 | -7
> CCN(CC)S(=O)(=O)c1ccc2c(c1)oc(=O)n2CC(=O)NC1CCCCC1
 : 4 | 5 | 6 | . | 22 | . | -1 | -2
> Cc1nnc(SCC(=O)Nc2cccnc2Cl)s1
 : 9 | 13 | . | . | -6 | . | 1 | -1

Later entries
SMILES | PGC1a acetyl inh | INS-1E GSIS act | C2C12 statin | Cneo AK release | PAX8 inh HTS | PglD inh | LGR2 inh | ARNT-TACC3 inh
COc1cccc(-c2ccc3n(c2=O)C[C@H]2N[C@@H]3[C@@H](C(=O)N3CCCCC3)[C@@H]2CO)c1 | 20 | -4 | -3 | . | -18 | -1 | 18 | .
O=S(=O)(Nc1nc2ccccc2nc1NCc1ccco1)c1ccc(Cl)cc1 | . | . | -6 | -1 | . | -2 | . | 0
COc1ccccc1CNC(=O)[C@H](C)NC(=O)C1CCN(C(=O)[C@@H]2CCCN2C(=O)OC(C)(C)C)CC1 | -5 | 1 | 6 | -2 | . | 2 | -3 | -3
O=C(C[C@@H]1C=C[C@@H](NC(=O)C2CCC2)[C@H](CO)O1)NCc1ccncc1 | -2 | 3 | 0 | 0 | -29 | -4 | -13 | -3
CC(C)(C)OC(=O)NCCC(=O)N/N=C/c1ccc2ncccc2c1 | -12 | 12 | 0 | 2 | 14 | -3 | -7 | 8
O=C(C1CCC1)N1CCc2cc(S(=O)(=O)N3CCCCC3)ccc21 | 1 | -2 | 4 | 0 | . | -3 | . | -7
C[C@@H]1CN([C@H](C)CO)C(=O)CCCn2nncc2CO[C@@H]1CN(C)Cc1ccc(-c2ccccc2)cc1 | 3 | -16 | -8 | 0 | . | 0 | -8 | 1
COc1ccc(N2Cc3ccccc3C2=NC(=O)c2ccc(C)cc2)cc1OC | . | . | -4 | 1 | -15 | 4 | -8 | 6
O=C1CSC(=S)N1c1cccc(F)c1 | 4 | -13 | 6 | -7 | 19 | -1 | -1 | 1
Cc1ccc(NC(=O)CSc2ncc(-c3ccccc3)n2C(=O)c2ccccc2)cc1 | -10 | . | -6 | 0 | -2 | -3 | . | -2
COCC(=O)N(C)C[C@@H]1Oc2ncc(-c3ccc(F)cc3)cc2C(=O)N([C@H](C)CO)C[C@@H]1C | 6 | -1 | -2 | 0 | . | 1 | -5 | 4
Cc1c(C(=O)N2CCN(c3ncccn3)CC2)oc2c(Cl)cccc12 | -2 | 11 | . | . | -4 | . | 8 | -25
C[C@@H]1CCCCO[C@H](CN(C)C(=O)Nc2ccc(C(F)(F)F)cc2)[C@@H](C)CN([C@@H](C)CO)C(=O)c2cc(NC(=O)Nc3ccccc3)ccc2O1 | 9 | -2 | . | 2 | 93* | -2 | 8 | 17
